Tb PFK inh: inhibitors of T. brucei phosphofructokinase; 0.17% of 330,000 active; Potency, µM (titrated, usually from 57.5 µM), for the others: at the highest dose activity, negative = inhibition, most hits filed as inhibitors; AID 485367; T. brucei PFK, ADP-Glo luminescence; O15648;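 also: potency is read from the fitted curve at half-maximal effect; 0% = uninhibited 1x PFK enzyme wells and -100% = no-enzyme wells; nearly all actives have a fitted effect of over 60% in size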
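Compounds were pin-transferred as a titration series up to 57 uM into substrate buffer (0.5 mM F6P, 0.1 mM ATP, pH 8.0), then 1.25 nM PFK was added and reactions ran 45 min before ADP-Glo detection.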
Giardia killer: Giardia lamblia killing. 0.15% of 340,000 active. activity change, % at 7.66 µM, hits read low. AID 540267. Giardia lamblia trophozoite viability; in the data active = activity change below about -80%; inconclusive = between about -30% and that limit;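 also: parasites exposed to compound for two days anaerobically before the ATP read; % is scaled to controls: 0 for no effect and ±100 for the full control effect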
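Compounds were tested on trophozoites seeded at 100 cells/well and held 48 hrs at 37 deg C anaerobically. An ATP-based luminescent kit measured the remaining live cells.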
Chronic BCR inh: blocks chronic active B-cell receptor signaling | ABC-DLBCL IkBa-CBG/CBR reporter, luminescence ratio, 4 h | Potency, µM (highest dose often 46.1 µM), for the others: top-dose ratio change, negative = lower green/red ratio, most hits filed as inhibitors | 0.05% of 340,000 active; active = well fitted inhibition curve with a large enough effect in the signal ratio, with a control signal flat, not every such curve was filed as active; inconclusive = small, poorly fitted or top-dose-only effect, or effect the other way, or a change in a side signal; the % refers to the signal ratio;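 also: potency is read from the fitted curve at half-maximal effect; plate controls were basal doxycycline-induced cells for no effect and cells given 10 µM MG132 for full effect; MG132 reads +100%, hits lower the ratio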
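Compounds up to 46 uM were incubated four hours with TMD8 cells whose green CBG68 luciferase is fused to IkappaBalpha; red CBR luminescence normalised the signal, and concentration-effect curves were fitted to fusion, red and ratio data.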
GALK inhibitor: inhibitors of human galactokinase; P51570; Purified GALK, Kinase-Glo residual ATP luminescence; Potency, µM (series often up to 57.5 µM), inactives show at the highest dose activity change, negative = inhibition, actives largely listed as inhibitors; 0.007% of 270,000 active; AID 1868; also: potency is read from the fitted curve at half-maximal effect; % is scaled to controls: 0 for no effect and ±100 for the full control effect
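5 nM enzyme, 35 uM ATP, 100 uM galactose, 20 mM HEPES pH8.0, 5 mM MgCl2; 1 h RT; residual ATP by Kinase-Glo Plus luminescence, qHTS format.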
hERG WT inh: KCNH2 (human, wildtype) channel inhibition. U2OS, BacMam KCNH2, thallium flux FluxOr; stronger effect = lower value. Q12809. activity change, % at 1.84 µM. 0.37% of 340,000 active;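 active = maximum activity change below -70%; inconclusive = maximum activity change between -70% and -50%; inactive = maximum activity change above -50%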; also: % is scaled to controls: 0 for no effect and ±100 for the full control effect
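U2OS cells transduced with wild-type KCNH2 virus are loaded with FluxOr dye for 45 min, and thallium flux is measured in kinetic reads before and after stimulation buffer. Rate constants are normalized to DMSO controls.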
CXXC DNA block: MLL CXXC-DNA interaction inhibition; MLL-CXXC / FITC-HOXA9 DNA fluorescence polarization; Potency, µM (doses to about 115 µM), inactives show top-dose activity change, negative = inhibition, usual class: inhibitors; 0.037% of 290,000 active; active = well fitted inhibition curve with a large enough effect in the polarisation, with a control signal flat, not every such curve was filed as active; inconclusive = small, poorly fitted or top-dose-only effect, or effect the other way, or a change in a side signal; inactive = no such curve, though single readings can be large or run the other way; the % refers to the polarisation; also: potency is read from the fitted curve at half-maximal effect
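Steps: dispense CXXC domain solution (7 uM) → pin compounds or unlabeled HOX-A9 DNA control → 5 min ambient → add FLSN-HOX-A9 solution (50 nM) → spin → 30 min ambient → fluorescence polarization. Tris pH 7.5/NaCl/DTT/BSA buffer.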
A-T KAP1 phos: potential ataxia-telangiectasia treatment. […] A-T fibroblasts, KAP-1 phosphorylation AlphaLISA; neocarzinostatin DNA damage 30 min before lysis. Potency, µM (top dose mostly 57.5 µM), for the others: top-dose activation, actives largely listed as activators. 0.19% of 320,000 active; also: potency is read from the fitted curve at half-maximal effect; % of control where 0% means no effect; nearly all actives have a fitted effect of over 45% in size
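ATM-like activity read as KAP-1 phosphorylation via AlphaLISA donor/acceptor antibody pairs after lysis and 6 hr at 25C. Cells were ATM-null patient fibroblasts ([…], hTERT), dosed 60 min, then exposed to the DSB inducer NCS for 30 min.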
Coupling enz: counter-screen for Giardia aldolase inhibitors: coupling enzyme system; activity change, negative = inhibition, % at 58.2 µM, hits read low; AID 2472; 0.67% of 290,000 active; coupling enzyme system counterscreen, AmpLite Red fluorescence; in the data active = activity change below about -30%; also: % is scaled to controls: 0 for no effect and ±100 for the full control effect
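Counterscreen of the coupled detection system alone, without aldolase: glyceraldehyde-3-phosphate coupling enzymes plus AmpLite Red readout. Compounds at 57.5 uM final, 10 min RT preincubation, 20 min RT reaction, fluorescence 525/598 nm.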
TSHR antagonist: blocks TSH signaling through the human TSH receptor; AID 504810; 0.2% of 330,000 active; activity change, negative = inhibition, % at 11.5 µM; TSHR-expressing cells, TSH-stimulated cAMP HTRF, 2 h; stronger effect = lower value; P16473;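 active = activity change below a set negative limit, meaning inhibition stronger than a set level, cut at about -70% in these data; inconclusive = activity change between two set negative limits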; also: % is scaled to controls: 0 for no effect and ±100 for the full control effect
Target sequence (P16473 whole entry, looked up): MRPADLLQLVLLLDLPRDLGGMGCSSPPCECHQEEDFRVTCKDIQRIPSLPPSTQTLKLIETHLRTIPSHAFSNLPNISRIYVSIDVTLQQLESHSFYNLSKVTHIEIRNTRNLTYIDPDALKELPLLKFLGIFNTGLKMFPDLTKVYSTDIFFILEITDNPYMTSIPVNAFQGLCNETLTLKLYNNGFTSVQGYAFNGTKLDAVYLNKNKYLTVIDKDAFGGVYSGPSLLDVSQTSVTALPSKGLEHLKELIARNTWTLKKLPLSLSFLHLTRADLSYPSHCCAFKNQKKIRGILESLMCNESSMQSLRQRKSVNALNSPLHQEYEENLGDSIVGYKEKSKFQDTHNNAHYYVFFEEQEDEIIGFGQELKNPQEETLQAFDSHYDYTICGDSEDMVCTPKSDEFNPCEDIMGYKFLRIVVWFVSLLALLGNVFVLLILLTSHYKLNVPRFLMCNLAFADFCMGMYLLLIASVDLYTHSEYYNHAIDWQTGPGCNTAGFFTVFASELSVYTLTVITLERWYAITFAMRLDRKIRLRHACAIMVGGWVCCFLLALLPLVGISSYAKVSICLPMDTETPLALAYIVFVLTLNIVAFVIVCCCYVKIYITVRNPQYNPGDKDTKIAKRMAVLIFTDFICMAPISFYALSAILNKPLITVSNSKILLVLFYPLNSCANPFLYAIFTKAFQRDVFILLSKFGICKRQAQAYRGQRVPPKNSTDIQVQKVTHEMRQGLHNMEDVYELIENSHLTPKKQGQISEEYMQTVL
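Read-out is FRET at 665 nm (cryptate excitation 337 nm) from a cryptate-tagged anti-cAMP antibody, competed by cell cAMP against cAMP-d2. Compounds are tested on freshly harvested TSHR cells challenged with 4nM TSH (EC80) for 2 hours at 37 deg C.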
TCR activator: activators of T cell receptors | primary human leukocytes, anti-CD3, IL-2 HTRF, 48 h | Potency, µM (titrated, usually from 9.22 µM), for inactives: at the top dose activation of IL-2 secretion, actives largely listed as activators | 330,000 tested, under 10 active | AID 504894; also: % of control where 0% means no effect
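Primary human leukocytes receive a-CD3 beads and test compound and are incubated 48 hr. Secreted IL-2 is then assayed by HTRF, measuring 665nm acceptor emission after 320nm excitation of the europium donor.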
* = called active by the depositor; ? = inconclusive; nt = not tested or not shown; [ ] = dose if it differs, or a comment. Unless noted, calls follow the shape of the dose curve; as a rule, active = well fitted curve in the direction sought with a large enough effect; inconclusive = small, poorly fitted or top-dose-only effect, or another doubt; inactive = no such curve, though single readings can be large; an effect the other way counts as inactive or inconclusive.

Under each structure: Tb PFK inh, Giardia killer, Chronic BCR inh, GALK inhibitor, hERG WT inh, CXXC DNA block, A-T KAP1 phos, Coupling enz, TSHR antagonist, TCR activator
1. CC(NC(=O)c1ccc(N(C)C)c([N+](=O)[O-])c1)c1ccc(-n2ccnc2)cc1 (stereo not drawn)
  18%, ?, -3%, -6%, 0, 15%, 9%, nt, -5, -6%
2. Cc1cc(-c2ccccc2)n2ncc(C#N)c2n1
  -3%, 10, ?, 2%, 1, -10%, 10%, 0, 2, 1%
3. Cc1noc(NS(=O)(=O)c2ccc(N/C=C\C(=O)c3ccc(Br)cc3)cc2)c1C
  5%, 10, 13%, -2%, nt, -8%, 3%, 14, 5, -9%
4. Cc1ccc(-n2c(-c3ccncc3)n[nH]c2=S)cc1C
  2%, 8, -1%, -2%, 5, 8%, 0%, 6, -20, -2%
5. COc1c(S(=O)(=O)Nc2cccnc2)ccc(Cl)c1Cl
  0%, 5, 14%, -3%, -1, 18%, 1%, 8, -21, -18%
6. O=Cc1ccc(N2CCCC2)o1
  -1%, -1, -9%, -3%, 7, -4%, -2%, 0, -6, 2%
7. COc1ccc2cnn(-c3ccc(OC(F)(F)Cl)cc3)c(=O)c2c1OC
  1%, 2, ?, -1%, -9, -2%, -2%, 0, -14, -1%
8. CC1CN(c2nc3ccccn3c(=O)c2C=O)CC(C)O1 (stereo not drawn)
  0%, -27, -2%, 7%, -8, 0%, 6%[11.5 µM], 0, -4, -8%
9. COC(=O)c1cnc(Nc2cc(C)ccc2OC)c2ccccc12
  2%, 0, -1%, 1%, 3, -6%, 36%, -1, -2, 5%
10. CCCCCc1nc2c(c3c1CCCC3)CCCC2
  3%, 8, 4%, 1%, 4, 3%, 9%, 1, -4, 6%
11. CCN(CC)c1ccc2c(Cl)cc(=O)oc2c1
  0%, 2, -9%, 2%, 7, -7%, 21%, 4, 8, -2%
12. CCCN1CCN(C(=S)Nc2ccc(SC(F)F)cc2)CC1
  1%, 27, 3%, -2%, 11, -4%, -7%, 0, -5, -4%
13. Cc1cc(C(=O)O[C@H]2[C@H](Cc3ccccc3)NS(=O)(=O)[C@H]3C[C@@H]4C=C[C@]23O4)ccc1[N+](=O)[O-]
  0%, 13, 9%, nt, nt, nt, 1%, nt, -1, 11%
14. C/C(=N\NC(=S)NC(C)C)c1ccco1
  -3%, 17, ?, 9%, -10, 0%, -5%, 0, 26, nt
15. Cn1cccc1/C=N/NC(=O)c1cc2ccccc2cc1O
  2%, -19, ?, 6%, -10, 0%, 1%, 0, -14, -3%
16. Cc1cc(NC(=O)C2CCN(S(=O)(=O)Cc3ccccc3)CC2)ccc1-n1cnnn1
  -2%, -2, 1%, 0%, -4, -8%, 3%, -1, -3, -3%[46.1 µM]
17. CCN(CC)S(=O)(=O)c1ccc(NC(=O)C2c3ccccc3Oc3ccccc32)cc1
  0%, 2, ?, nt, 2, -6%, 3%, -1, -8, 0%[46.1 µM]
18. CC(C)CC(NC(=O)C1CCC(C)CC1)C(=O)Nc1cccnc1 (stereo not drawn)
  -1%, 28, -2%, 0%, -9, 4%, 8%, -6, 4, -8%
19. O=C(CN1CCC(n2cnc3cc(F)ccc32)CC1)Nc1ccccc1Br
  -2%, 2, ?, 1%, 25, 1%, 3%, -5, 4, 9%
20. CS(=O)(=O)N(CC(=O)Nc1cccc(F)c1)c1cccc([N+](=O)[O-])c1
  1%, 0, 2%, -4%, 2, 0%, 3%, nt, 5, 3%
21. CCc1ccc(NC(=O)CSc2nnnn2C)cc1
  2%, -6, -4%, -1%, 15, 0%, 11%, 0, -1, -1%
22. CCn1nnc(NC(=O)c2ccc(C(C)(C)C)cc2)n1
  -1%, ?, 0%, 1%, -3, -1%, -4%, 0, 18, -5%
23. O=C(NC(=S)Nc1ccccc1N1CCCCC1)c1ccc(F)cc1Cl
  -7%, -9, 10%, 6%, -6, 4%, 3%, nt, 3, -1%
24. O=C(CCS(=O)(=O)c1ccc(Cl)cc1)NCCc1c[nH]c2ccccc12
  -3%, 16, -7%, 5%, -14, -1%, -8%, 1, -8, -1%
25. Cc1cc(N)n2ncc(-c3ccccc3)c2n1
  -2%, -5, ?, 3%, -23, 15%, nt, 0, -5, -4%
26. O=C(c1ccco1)N1CCN(C2CC(=O)N(c3ccc4c(c3)OCO4)C2=O)CC1 (stereo not drawn)
  -3%, -9, ?, -2%, -30, 1%, -12%, 2, 19, 1%
27. CC[C@H](C)[C@H](NC(=O)CNC(=O)COc1cc2c(c3oc(=O)cc(C)c13)CCC(C)(C)O2)C(=O)O
  4%, ?, -4%, 0%, 5, -15%, -4%, 3, 0, -13%
28. O=C(OCC(=O)c1c[nH]c2ccccc12)c1ccc([N+](=O)[O-])s1
  -4%, -16, -2%, 3%, -5, ?, 1%, 0, 1, -3%
29. Cc1ccnc2nc(C(=O)Nc3nc(-c4ccccn4)cs3)nn12
  -15%, -21, 0%, 0%, -11, -26%, 6%, -5, -2, nt
30. CN(C)c1nc2c(c(=O)[nH]c(=O)n2C)n1CCCc1ccccc1
  2%, -1, 3%, -3%, -5, -6%, -6%, 1, 13, 1%
31. NC(=O)c1ccccc1OCC(=O)O
  3%, -8, 11%, 0%, 8, -8%, -3%, 3, 7, 6%
32. Cc1cc(=O)[nH]c(Nc2cccc(Cl)c2C)n1
  1%, 5, -1%, 3%, -4, -3%, 20%, 0, -4, 3%
33. CCOC(=O)N1CCN(c2c(Nc3cc(C)[nH]n3)c(=O)c2=O)CC1
  3%, -5, 26%, 1%, 5, 1%, 5%, 0, -5, 5%
34. Cc1ccc(C)c(S(=O)(=O)N2CCN(C(=O)c3cc(S(=O)(=O)NCc4ccccc4)ccc3C)CC2)c1
  -1%, -9, 0%, 1%, -10, 0%, 8%, nt, 2, -15%
35. CCOC(=O)c1cc(S(=O)(=O)N2CCOCC2)cn1C
  -7%, -9, -8%, 5%, 1, -2%, 0%, nt, -4, 0%
36. CCOc1cccc2c1OC(c1cc(OC)c(OC)c(OC)c1)N1N=C(c3ccc(C)o3)CC21 (stereo not drawn)
  -4%, 7, 8%, 0%, 3, 24%, 2%, -3, -5, 2%[46.1 µM]
37. CCOC(=O)C1=C(C)NC2=C(C(=O)C(C(=O)OCC)C(c3ccc(OC)cc3)C2)C1c1ccccn1 (stereo not drawn)
  4%, 3, 1%, 0%, -16, 24%, 1%, 0, 13, 3%
38. CCCCOC(=O)c1ccc(NC(=O)/C=C/c2cccs2)cc1
  -1%, -3, ?, 0%, 6, -4%, -2%, 4, 0, 3%[46.1 µM]
39. C/C(CC(=O)Nc1ccc2c(c1)OCO2)=N\NC(=O)c1ccc(N)cc1
  3%, -16, ?, -3%, -1, -11%, 11%, 0, -2, -4%
40. CCn1c2ccccc2c2cc(NC(=O)C(C)Oc3ccc(OC)cc3)ccc21 (stereo not drawn)
  7%, 9, 1%, -4%, -11, 7%, -1%, 0, -17, -1%
41. O=C(Cc1ccccc1[N+](=O)[O-])OCC(=O)c1ccccc1Br
  -1%, -11, 5%, nt, -14, nt, 3%, nt, nt, 1%
42. O=C(C1CCCCC1)N1CCC(CO)(Cc2ccccc2Cl)CC1
  1%, 5, -5%, -2%, nt, -14%, -1%, 1, -17, 1%
43. COC(=O)c1sc(-c2ccc(C(C)(C)C)cc2)cc1NC(=O)c1ccccc1C(=O)O
  3%, 10, ?, nt, -1, -20%, 9%, 2, -23, 3%
44. COc1cc(C2NC(=O)NC(C)=C2C(C)=O)ccc1O (stereo not drawn)
  0%, -8, -4%, 1%, 5, -6%, 1%, 4, 3, 2%
45. COc1ccc(C(=O)NC(=O)N2CCCCC2)cc1
  3%, -1, ?, -3%, 4, 0%, 0%, 0, 5, 2%

Reprinted at random: two entries already listed
Under each structure: Tb PFK inh, Giardia killer, Chronic BCR inh, GALK inhibitor, hERG WT inh, CXXC DNA block, A-T KAP1 phos, Coupling enz, TSHR antagonist, TCR activator
41. O=C(Cc1ccccc1[N+](=O)[O-])OCC(=O)c1ccccc1Br
  -1%, -11, 5%, nt, -14, nt, 3%, nt, nt, 1%
33. CCOC(=O)N1CCN(c2c(Nc3cc(C)[nH]n3)c(=O)c2=O)CC1
  3%, -5, 26%, 1%, 5, 1%, 5%, 0, -5, 5%
